GPR35 arrestin U2OS – GPR35 antagonists blocking zaprinast-driven arrestin recruitment, primary screen, imaging, U2OS, beta-arrestin-GFP, zaprinast agonist (AID 2058). U2OS GPR35 beta-arrestin-GFP translocation imaging, zaprinast antagonism; higher % means a stronger effect. one-dose inhibition, % at 10 µM; IC50 in µM for titrated hits. actives 0.052% (n = 290,000);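 active means inhibition of at least 50% with at least 30 cells and total cytoplasm GFP at most 10,000,000; inconclusive means under 30 cells or total GFP of 10,000,000 plus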
Dengue-2 NS5 capping – Dengue-2 NS5 methyltransferase inhibitors, primary screen, biochemical, confirmation dose response (AID 588689) | Dengue-2 NS5 methyltransferase capping enzyme assay, biochemical; higher % means a stronger effect | one-dose inhibition, % at 25 µM; IC50 in µM for titrated hits | actives 0.3% (n = 340,000); in the data active means a potency from the dose series; inconclusive means inhibition above about 29% without an active follow-up result
Large T inhibition – SV40 large T antigen inhibitors, biochemical (AID 1903) | SV40 large T antigen ATPase/helicase inhibition assay; higher % means a stronger effect | inhibition, % at 20 µM, or IC50 in µM where a hit was titrated | actives 0.39% (n = 310,000); in the data active means a potency from the dose series; inconclusive means inhibition mostly from about 32% at the one dose, without a potency; inactive means the rest, 99 in 100 with inhibition below about 32%; further: strong numbers were not always called active
GPR55 beta-arrestin – GPR55 agonists via beta-arrestin recruitment, primary screen, imaging, U2OS cells, beta-arrestin-GFP redistribution (AID 1961). activation, % at 10 µM, or EC50 in µM where a hit was titrated. actives 0.048% (n = 290,000). U2OS GPR55 beta-arrestin-GFP redistribution imaging; higher % means a stronger effect;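 active means activation above 40% with more than 50 cells counted in the well; inconclusive means wells holding fewer than 50 cells, flagged as toxic or sparse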;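 further: U2OS osteosarcoma cells stably expressing GPR55 and beta-arrestin-GFP; plate controls were DMSO negative control for no effect and LPI positive control for full effect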
GPR55 antagonists – inhibition of LPI-stimulated GPR55 beta-arrestin translocation – imaging, U2OS, beta-arrestin-GFP, LPI agonist, primary screen (AID 2013) | U2OS GPR55 beta-arrestin-GFP translocation imaging, LPI antagonism; higher % means a stronger effect | inhibition, % at 10 µM; hits with a dose series show IC50 in µM | actives 0.13% (n = 290,000);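 active means spots per cell inhibited over 60%, with over 100 cells counted and total cytoplasm intensity under 500,000; inconclusive means wells with under 100 cells, flagged as likely toxic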;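 further: U2OS cells stably carrying GPR55 and arrestin-GFP stimulated by 5 µM LPI near EC80; imaged beta-arrestin-GFP aggregate spots per cell after agonist stimulation; plate controls were LPI-stimulated DMSO wells for no effect and DMSO wells without LPI for full effect; some results filed as inactive read as strong as hits; confirmed hits need IC50 under 10 µM and bright autofluorescent wells are also inconclusive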
AID2073 – disruptors of CaV2.2 binding to Mint1 – biochemical, HTRF (AID 2073); actives 0.19% (n = 290,000); HTRF protein-protein interaction, Mint1-CaV2.2; higher % means a stronger effect; inhibition, % at 20 µM; hits with a dose series show IC50 in µM; in the data active means inhibition mostly above about 51%, no sharp cut-off; inconclusive means no clear call, values can overlap the other calls; inactive means mostly below about 53%; further: some results filed as inactive read as strong as hits
NTR1 agonist – agonists of NTR1, primary screen, imaging, U2OS cells, beta-arrestin-GFP, high content (AID 493036). NTR1-U2OS beta-arrestin-GFP spot imaging, agonist mode. activation, % at 20 µM. P30989. actives 0.17% (n = 330,000);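 active means activation at or above 40% of the spot to cytoplasm intensity ratio, with at least 20 cells analyzed; inconclusive means wells under 20 cells, flagged as cytotoxic or low count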;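 further: 0% = DMSO without peptide and 100% = 100 nM NTR1 peptide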
Target sequence (P30989 whole entry, looked up): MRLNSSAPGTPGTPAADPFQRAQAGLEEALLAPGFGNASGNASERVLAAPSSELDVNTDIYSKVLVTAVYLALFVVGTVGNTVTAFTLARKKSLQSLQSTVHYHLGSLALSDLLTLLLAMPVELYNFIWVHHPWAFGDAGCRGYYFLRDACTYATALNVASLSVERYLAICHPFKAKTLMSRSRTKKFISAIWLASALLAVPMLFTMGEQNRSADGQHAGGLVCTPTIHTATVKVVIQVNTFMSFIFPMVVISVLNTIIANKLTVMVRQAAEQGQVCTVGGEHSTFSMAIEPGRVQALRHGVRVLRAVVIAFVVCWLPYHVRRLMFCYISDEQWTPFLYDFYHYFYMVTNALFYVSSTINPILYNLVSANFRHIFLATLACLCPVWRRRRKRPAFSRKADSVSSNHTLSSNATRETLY
Rac1 GTP hydrolysis – MgcRacGAP GTPase-activating activity inhibitors, confirmation, biochemical, ADP Hunter fluorescence; AID 624330; MgcRacGAP-stimulated Rac1 GTP hydrolysis, ADP Hunter fluorescence; higher % means a stronger effect; GST-tagged Rac1 F28L mutant substrate; actives 0.6% (n = 340,000); one-dose inhibition, % at 30 µM; IC50 in µM for titrated hits;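 active means first-screen hits whose inhibition reached a set limit at any dose in the follow-up dose series; inconclusive means inhibition above the set first-screen limit but never retested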;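 further: fluorescence reports GDP produced by GAP-driven GTP hydrolysis; strong numbers were not always called active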
Yfh1-off respiration – enhancers of respiration in Yfh1-depleted yeast, dose response, Friedreich's ataxia, plus single-dose screen (AID 1465) | S. cerevisiae Yfh1-off respiration, WST-1 reduction, 72 h; higher fold induction means a stronger effect | one-dose fold induction at 50 µM; EC50 in µM for titrated hits | actives 0.074% (n = 220,000);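 active means fold induction of absorbance versus untreated yeast above a set limit, then at least 30% activation at any dose in follow-up; inconclusive means repeats straddling the limit, or above it without dose testing; inactive means fold induction below the set limit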;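 further: activators that raise dye reduction in frataxin-depleted yeast; strong numbers were not always called active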
NTR1 agonist cell count 20 µM – second read-out of NTR1 agonist, no call of its own (marks repeat the call); cell count; measured here: cell count, cytotoxicity flag
Dengue-2 NS5 capping pilot replicate – recorded beside Dengue-2 NS5 capping, whose call it bears; inhibition, %; measured here: pilot screen replicate inhibition
* = called active by the depositor; i = inactive; u = inconclusive; x = no result given.

SMILES	GPR35 arrestin U2OS	Dengue-2 NS5 capping	Large T inhibition	GPR55 beta-arrestin	GPR55 antagonists	AID2073	NTR1 agonist	NTR1 agonist cell count 20 µM	Rac1 GTP hydrolysis	Yfh1-off respiration	others
COc1ccc2nc(C)cc(SCC(=O)NNC(=O)COc3cccc4ccccc34)c2c1	5%	-7%	7%	0.5%	23%	17%	13	44	8%	i
Cc1ccccc1CS(=O)(=O)c1snnc1C	-3%	-3%	14%	0.2%	18%	4%	-1.2	70	12%	i
CC(C)(C)c1ccc(C(=O)Nc2nnc(C3=COCCO3)o2)cc1	-6%	3%	7%	0.0%	21%	3%	-0.3	72	8%	x
O=C(/C=C/c1ccccc1)N(Cc1cccs1)C1CCS(=O)(=O)C1 (stereo not drawn)	0%	-1%	1%	-0.3%	7%	5%	-0.7	45	6%	i
CCc1ccc(N(C(=O)c2csnn2)C(C(=O)NC2CCCCC2)c2cccnc2)cc1 (stereo not drawn)	6%	-1%	-10%	0.7%	-10%	4%	-0.3	48	-3%	x
FC(F)(F)c1cccc(NC(=S)N2CCN(c3cccc(C(F)(F)F)c3)CC2)c1	2%	0%	2%	-0.3%	18%	-4%	13	46	6%	i
Cc1ccc(C(=O)c2cc3ccccc3o2)cc1[N+](=O)[O-]	-7%	1%	10%	-0.2%	-4%	5%	5.4	72	2%	i
CC1CN(C(=O)c2ccccc2)c2ccccc2NC1=O (stereo not drawn)	-1%	-9%	8%	0.3%	-1%	3%	-1.0	54	8%	i
COc1ccccc1C(=O)NC(=S)Nc1ccc(N2CCN(C(=O)c3ccco3)CC2)cc1	2%	-3%	15%	-0.1%	5%	11%	1.7	50	10%	x
O=C(NCc1ccc(Cl)cc1)c1noc2c1CCCCC2	-6%	-6%	-1%	-0.1%	-5%	-2%	3.7	73	1%	i
O=C(N/N=C/C=C\c1ccccc1)c1cnccn1	4%	-16%	1%	-0.2%	0%	-3%	0.5	48	-1%	i
CC(C)CCC(O)(c1ccccc1)C(CN1CCOCC1)c1ccccc1 (stereo not drawn)	2%	5%	21%	0.4%	3%	12%	10	87	4%	x
COc1cc(NC(=O)c2ccc(C)cc2)c(OC)cc1NC(=O)CN1CCCCC1	-5%	0%	9%	0.4%	1%	0%	3.4	43	9%	x
COc1ccccc1C(=O)C1CCCN(C(=O)CN2CCCCC2=O)C1 (stereo not drawn)	-6%	-2%	4%	0.4%	12%	1%	3.9	67	6%	i
Cc1ccccc1C(=O)N[C@H](C(=O)OCC(=O)c1ccc[nH]1)C(C)C	-6%	x	-3%	-0.2%	-1%	34%	-0.3	105	2%	i
O=C(N/N=C\c1ccccn1)c1ccccc1O	0%	-2%	10%	0.0%	9%	-4%	-1.0	84	-2%	i
COC(=O)C(CSCc1ccccc1)NC(=O)CSc1nc(C)cc(=O)[nH]1 (stereo not drawn)	-8%	x	7%	-0.7%	-12%	-12%	-0.2	39	x	i
Cc1ccc(S(=O)(=O)N(CC(O)CN2CCCCC2)c2ccccc2)cc1 (stereo not drawn)	20%	-6%	-2%	-0.1%	-1%	32%	-1.8	100	2%	i
O=C(NCCCN1CCOCC1)c1ccc(Sc2ccccc2Cl)c([N+](=O)[O-])c1	-3%	-3%	12%	0.6%	2%	-2%	1.1	68	6%	i
Cn1c(SCc2cccc(Br)c2)nc2ccccc2c1=O	-4%	-7%	6%	-0.1%	1%	-6%	1.6	70	9%	x	Dengue-2 NS5 capping pilot replicate=-0.3
Cc1ccc(-c2csc(NC(=O)c3ccc(F)cc3)c2C(=O)O)cc1	-1%	5%	9%	-0.1%	2%	20%	1.2	62	7%	x
CCOC(=O)CN1NC2(CCC(C)CC2)NC1=S (stereo not drawn)	-3%	-16%	7%	-0.1%	-4%	-28%	-1.5	75	9%	i
COc1ccc(CCNCC(=O)Nc2ccc(OC(F)(F)F)cc2)cc1OC	-1%	-7%	6%	-0.1%	9%	9%	-0.6	55	29%	x
CCN(CC)C(=S)NC(=O)c1ccc(OC)c(Br)c1	-10%	2%	8%	0.2%	6%	-16%	-0.6	63	-11%	i
O=C(O)CCC(=O)Nc1ccc(C(=O)OC2CCCCC2)cc1	-9%	-5%	2%	-0.2%	-2%	-9%	-1.1	52	0%	i

Other compounds follow:
SMILES	GPR35 arrestin U2OS	Dengue-2 NS5 capping	Large T inhibition	GPR55 beta-arrestin	GPR55 antagonists	AID2073	NTR1 agonist	NTR1 agonist cell count 20 µM	Rac1 GTP hydrolysis	Yfh1-off respiration	others
Cc1nc(Cl)sc1C(=O)O	13%	3%	19%	0.2%	14%	-1%	-0.3	86	-1%	i	Dengue-2 NS5 capping pilot replicate=-4.9
CC(C)[C@H](NS(=O)(=O)c1cccc(Cl)c1)C(=O)OCC(=O)N1CCN(c2ccccc2)CC1	10%	-7%	12%	0.4%	14%	-4%	0.2	52	7%	i
COCCNS(=O)(=O)c1ccc(Cl)c(C(=O)NC2CCN(Cc3ccccc3)CC2)c1	15%	-6%	-1%	0.2%	14%	4%	0.7	58	6%	x
CCCn1c2c(c(O)c(C(=O)Nc3ccccn3)c1=O)CCCC2	7%	x	x	-0.2%	13%	9%	x	x	x	x
COc1ccccc1S(=O)(=O)c1ccccc1[N+](=O)[O-]	5%	-1%	8%	-0.5%	16%	-1%	0.9	86	3%	i
COc1ccc(-n2c(=O)c3c(C)c(C)sc3n(Cc3ccc(F)cc3)c2=O)c(OC)c1	22%	-9%	12%	-0.3%	8%	27%	-0.4	57	9%	i
O=S(=O)(NCC(c1ccco1)N1CCN(c2ccccc2F)CC1)c1ccc2c(c1)OCCO2 (stereo not drawn)	7%	-2%	-1%	-0.1%	-11%	-3%	5.3	70	11%	i
Cc1cc(C)c(S(=O)(=O)Nc2ncn[nH]2)cc1C	6%	-6%	-2%	-0.1%	-9%	9%	0.3	52	5%	x
C=CCNC(=S)N(CC=C)C1CCS(=O)(=O)C1 (stereo not drawn)	3%	6%	3%	0.8%	0%	-1%	1.1	53	0%	i
NC(=O)c1sc2cc(C(F)(F)F)cnc2c1-c1ccccc1	-1%	1%	4%	0.1%	20%	0%	1.2	49	8%	i
O=C(CCCCn1c(=O)[nH]c2ccsc2c1=O)NCCc1ccccc1	5%	-8%	5%	-0.2%	-6%	-10%	0.1	62	9%	i
N#Cc1ccc(-c2csc(NC(=O)/C=C/c3cccs3)n2)cc1	x	-3%	3%	-0.3%	9%	33%	4.1	62	1%	i
O=C(CN1C(=O)NC2(CCCC2)C1=O)Nc1nc2ccc(F)cc2s1	x	0%	17%	x	x	x	0.4	62	10%	x
Clc1ccccc1OCCCOc1cccc2cccnc12	4%	-9%	-2%	-0.2%	-2%	0%	2.1	61	6%	x
C/C(=N/NC(=O)c1cc(Cl)ccc1O)C12CC3CC(CC(C3)C1)C2	4%	-5%	0%	-0.1%	x	1%	0.3	63	4%	i
CCOc1cc(/C=N/NC(=O)CN2CCCCC2)ccc1OCc1cccc(Cl)c1	9%	-1%	5%	-0.2%	15%	-4%	12	61	9%	i
Cc1cc(C)n(C(=O)CNC(=O)c2cccc(Br)c2)n1	-4%	-5%	11%	-0.2%	13%	2%	0.4	60	8%	x
NC(=O)c1ccc2c(c1)S(=O)(=O)c1ccccc1C2=O	2%	0%	-7%	0.0%	3%	1%	-0.8	90	1%	i
CN1CCN(c2ccc(C(=O)NC3CCCCC3)cc2[N+](=O)[O-])CC1	-9%	-4%	0%	0.4%	11%	-2%	2.0	51	1%	i
CC(=O)c1ccc(NC(=O)N2CCN(c3cccc(Cl)c3)CC2)cc1	4%	-11%	5%	-0.1%	-10%	3%	-1.6	94	7%	i
O=C(c1ccco1)N1CCN(C(=O)c2cc(-c3ccccn3)nc3ccccc23)CC1	4%	1%	10%	-0.2%	12%	10%	-1.4	49	9%	i
CCOc1ccc2nc(NC(=O)C3CCN(c4cnccn4)CC3)sc2c1	4%	-8%	14%	0.2%	-3%	u	-0.7	86	6%	i
COCCn1c(=N)c(S(=O)(=O)c2ccc(F)cc2)cc2c(=O)n3ccccc3nc21	1%	u	13%	-0.1%	3%	13%	1.6	71	14%	x
CCOC(=O)C1(Cc2ccccc2)CCCN(CCO)C1 (stereo not drawn)	-8%	-18%	x	0.3%	6%	4%	0.5	36	4%	i
CSC1=NCCN1C(=O)c1ccc(S(=O)(=O)N2CCOCC2)cc1	6%	-2%	4%	0.3%	13%	-5%	6.3	33	1%	i

(next part)
SMILES	GPR35 arrestin U2OS	Dengue-2 NS5 capping	Large T inhibition	GPR55 beta-arrestin	GPR55 antagonists	AID2073	NTR1 agonist	NTR1 agonist cell count 20 µM	Rac1 GTP hydrolysis	Yfh1-off respiration	others
O=S(=O)(NCc1ccc(F)cc1)c1ccc(-n2cccn2)cc1	22%	3%	12%	-0.2%	-2%	4%	0.3	71	0%	x
O=C(NCCNC(=O)c1ccccc1F)c1ccccn1	-13%	4%	5%	0.5%	7%	3%	-0.7	45	5%	x
CCCNC(=O)c1cc(-c2ccc(Br)cc2)on1	-12%	-13%	-1%	-0.1%	15%	6%	0.8	63	3%	x
CCn1c(=O)c(CCC(=O)N2CCN(c3ccccn3)CC2)c(C)c2c(C)nn(-c3cccc(C)c3)c21	-13%	1%	1%	1.1%	-30%	48%	14	46	8%	x
CC(=O)Nc1c(I)c(C(=O)N[C@H]2C(O)O[C@H](CO)[C@@H](O)[C@@H]2O)c(I)c(N(C)C(C)=O)c1I (stereo partly drawn)	x	-1%	21%	x	x	x	2.0	51	14%	x
O=[N+]([O-])c1ccc(-c2cn(-c3ccccc3)c(=S)[nH]2)cc1	2%	-3%	4%	-0.2%	-4%	20%	1.4	64	4%	i
Cc1cc(F)c(F)c(C(=O)N2CCOCC2)c1Cl	3%	-6%	1%	-0.4%	-3%	2%	0.2	59	7%	i
CCCCNS(=O)(=O)c1ccc(OCC(=O)OC)cc1	-3%	-4%	1%	0.4%	12%	4%	1.4	79	-2%	i
Cc1cc2nc(SCCN3CCCC3)[nH]c2cc1C	0%	-7%	7%	0.3%	6%	2%	0.2	53	4%	i
COc1ccc(NC(=O)CN(C)C(=O)c2n[nH]c3ccccc23)cc1	x	-4%	9%	x	x	x	-1.5	51	5%	x
O=C(CCc1nc(-c2ccc(Cl)cc2)no1)NC1CCCCC1	1%	-5%	6%	-0.1%	-2%	4%	0.6	58	4%	x

Screening results: PubChem, several laboratories
